Screens deposited in PubChem BioAssay by several laboratories.
T cell HTS: modulates CD8 T cell binding to vesicles; 2C CD8+ T cell-vesicle binding, flow cytometry; stronger effect = lower value; calls only at 7 µM; 330,000 compounds, 0.068% hits;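 active = response, share of CD8 T cells binding vesicles, and their 90th percentile fluorescence all below set limits, cut at about 80% in these data, passing the limit was not always enough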
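Benchmarks: naked versus QL9-loaded vesicles / Assay system: purified 2C TCR transgenic mouse naive CD8+ T cells / Technique: high-throughput flow cytometry with anti-B7-1 and anti-CD8 staining / Timing: Cell–vesicle co-incubation 1.5 h at 37 °C, staining 20 min on ice / Read-out: percent CD8+ FL2 mean versus row control / Probe or stimulus: QL9-loaded Drosophila micro-vesicles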
Insulin prom up: MIN6 insulin promoter up-regulation. MIN6 insulin promoter-GFP reporter, high-content imaging; stronger effect = higher value. z-score at 5 µM. 190,000 compounds, 0.3% hits;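 active = z-score above 3 at 5 µM with at least 500 cells counted in the well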
PMI inhibition: MPI inhibition at elevated mannose 6-phosphate – biochemical, fluorescence intensity, high mannose 6-phosphate, primary screen (AID 1220) | 190,000 compounds, 0.66% hits | recombinant PMI enzyme, coupled fluorescence intensity; higher % means a stronger effect | one-dose inhibition, % at 20 µM; IC50 in µM for titrated hits
PMI inhibitors: MPI enzyme activity inhibition – biochemical, fluorescence intensity, coupled assay, primary screen (AID 1209); 190,000 compounds, 0.42% hits; purified PMI enzyme, coupled fluorescence intensity; higher % means a stronger effect; inhibition, % at 20 µM; hits with a dose series show IC50 in µM;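 note: plate controls were DMSO vehicle for no effect and wells lacking substrate for full effect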
Autophagy mod: autophagy modulation, high-content screen; MEF GFP-LC3 puncta imaging; test concentration mostly 10 µM; calls only at 10 µM (by protocol); 190,000 compounds, 0.98% hits; AID 463193;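 active = percentage of spot-positive cells more than 3 SD above its plate mean, without a fluorescence outlier flag or 80% toxicity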;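 note: spot-positive cell cutoff set from DMSO-treated cells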
Lipid droplet: hepatic lipid droplet formation modulation | AML12 mouse hepatocytes, oleate lipid droplets, BODIPY imaging | inhibition, % at 6.5 µM | 240,000 compounds, 0.4% hits;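 active = lipid droplet intensity inhibited by at least 50%, with more than 500 cells counted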
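Assay system: AML12 hepatocytes (mouse); Probe or stimulus: oleic acid at 100 µM to induce lipid droplet formation; Dosing: compound at 6.5 µM only; Schedule: compound with oleate, overnight; Detection: fluorescence imaging, 20x objective, two fields per well; Measure: % inhibition of lipid droplet signal.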
b-catenin transl: modulators of beta-catenin nuclear translocation. AID 1665. nuclear translocation activity, % at 5 µM. 190,000 compounds, 0.3% hits. HeLa beta-catenin nuclear translocation, immunofluorescence imaging;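 active = nuclear translocation activity above 50% at 5 µM, with a well cell count of 50 or more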;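 note: per-cell ratio of nuclear to cytoplasmic median beta-catenin stain intensity; plate controls were DMSO negative control for no effect and GSK-3 inhibitor IX positive control for full effect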
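Assay system: human HeLa cells, native beta-catenin; doses: 5 µM primary, 0.02–20 µM confirmation; incubation: compound treatment 24 h, 37°C, 5% CO2; technique: fluorescence imaging of beta-catenin antibody stain plus DAPI; measure: % activation, nuclear-to-cytoplasmic median beta-catenin signal ratio per cell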
TNAP activators: human TNAP enzyme activators, primary screen, biochemical, luminescent, no phosphate acceptor, uHTS (AID 1001). 200,000 compounds, 0.03% hits. purified TNAP, luminescent activation assay, no phosphate acceptor; higher activation fold means a stronger effect. activation fold at 20 µM, or EC50 in µM where a hit was titrated; in the data active = activation fold from about 3, or a potency from the dose series; inactive = the rest, 99 in 100 with activation fold below about 1.6; note: many of its hits are not listed in these tables
MT stabilize HCS: microtubule stabilizers in HeLa cells | 200,000 compounds, 0.83% hits | HeLa tubulin immunostaining HCS, 24 h; share of cells brighter than vehicle mean+2SD | % tubulin-high responders, % at 10 µM;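 active = plate Z-score above 3 for both tubulin-high and condensed-nucleus cell shares, with cell loss under 80%, at 10 µM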;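 note: anti alpha tubulin signal scored within the nucleus-defined area of each cell; some results filed as inactive read as strong as hits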
Insulin prom up cell count: further read-out of Insulin prom up, marked with its call; cell count; measured here: cytotoxicity, nuclei count;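 total cells summed across four imaged fields per well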
Lipid droplet cells 6.5 µM: second read-out of Lipid droplet, no call of its own (marks repeat the call); cell count; measured here: cell count, cytotoxicity flag;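 cells counted across two imaged fields per well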
b-catenin transl cell count 5 µM: also measured in b-catenin transl; calls as there; cell count; measured here: cell count, cytotoxicity flag
T cell HTS vesicle-bound %: second read-out of T cell HTS, no call of its own (marks repeat the call); double positive events, %; measured here: CD8+ vesicle-bound cell fraction;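 binding gate set so that unloaded-vesicle control wells show 10% double positive cells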
MT stabilize HCS Hoechst-high %: also measured in MT stabilize HCS; calls as there; % Hoechst-high responders; measured here: nuclear condensation Hoechst responders;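 share of cells brighter than vehicle mean plus two SD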
MT stabilize HCS cytotoxicity %: further read-out of MT stabilize HCS, marked with its call; toxicity, %; measured here: cytotoxicity by cell density;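 0% = mean cell density of plate MIN control wells and 100% = no cells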
Autophagy mod cell loss 18 h: second read-out of Autophagy mod, no call of its own (marks repeat the call); toxicity, %; measured here: cell loss, nuclei count;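 cell loss after 18 h compound exposure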
* marks the source's active call; other numbers are inactive results; i = inactive; · = no result given. Cut-off read from the data, not from the text of the source, unless noted: active = inhibition above about 50%; inactive = the rest.

SMILES,T cell HTS,T cell HTS vesicle-bound %,Insulin prom up,Insulin prom up cell count,PMI inhibition,PMI inhibitors,Autophagy mod,Autophagy mod cell loss 18 h,Lipid droplet,Lipid droplet cells 6.5 µM,b-catenin transl,b-catenin transl cell count 5 µM,TNAP activators,MT stabilize HCS,MT stabilize HCS Hoechst-high %,MT stabilize HCS cytotoxicity %
COc1cc(OC)cc(-c2nc(N)n[nH]2)c1,i,16,·,·,9%,17%,i,-4,33,781,·,·,1.1,5.0,2.7,5.3
Cc1cc(Cl)c(S(=O)(=O)NCc2ccccc2)cc1OCC(N)=O,i,38,-1,976,-6%,-5%,i,-12,9,797,·,·,0.8,2.1,2.7,11
Cc1ccc2nc(/N=C(\N)NC(=O)N3c4ccccc4Sc4ccccc43)nc(C)c2c1,i,15,-1.2,1118,3%,14%,i,-10,24,605,-3.5,1113,1.1,4.6,3.7,4.9
O=C(N/N=C/c1ccc(Br)s1)c1ccccc1[N+](=O)[O-],i,13,-0.19,1628,1%,6%,i,-6,·,·,0.7,1412,1,1.6,1.6,6.9
CC(=O)Nc1ccc(S(=O)(=O)N2CCN(CC(O)COc3ccc4ccccc4c3)CC2)cc1 (stereo not given),i,32,-0.4,721,12%,17%,i,5,3,754,0.2,1058,1.1,1.9,1.5,4.9
COc1nc(SC)nc(Cl)c1Cc1ccc(OC(C)C)cc1,i,51,0.66,1263,-26%,-24%,i,-8,-24,643,-3.9,565,1.1,2.7,4.4,4.7
O=C(CN1C(=O)c2ccccc2S1(=O)=O)N1CCc2ccccc21,i,20,1.2,1329,-16%,-9%,i,2,·,·,-3.3,807,1.1,4.5,3.4,6.2
Cc1cccc2cc(CN(CCCO)C(=O)Nc3cccc(Cl)c3)c(=O)[nH]c12,i,12,·,·,9%,12%,i,19,·,·,-2.3,1027,1.1,6.2,3.4,5.2
Cc1ccc2nsnc2c1NC(=O)c1cccc([N+](=O)[O-])c1,i,59,0.27,1523,-5%,8%,i,17,-1,559,-2.4,996,1.2,4.5,1.9,1.5
O=C(N/N=C/c1ccccc1O)/C(=C/c1ccccc1)CCO,i,30,-0.75,1482,-11%,-14%,i,5,-11,550,-1.8,1153,1.3,4.3,3.2,6.0
O=C(NNc1nc2ccccc2s1)c1ccccc1F,i,23,·,·,-11%,-13%,i,-35,·,·,·,·,2.9,1.4,2.3,8.6
O=C(O)C1=C[C@H](c2cccs2)C[C@H](OCCCCO)O1,i,30,0.25,982,·,·,·,·,-2,711,0.0,1364,·,·,·,·

Additional records follow.
SMILES,T cell HTS,T cell HTS vesicle-bound %,Insulin prom up,Insulin prom up cell count,PMI inhibition,PMI inhibitors,Autophagy mod,Autophagy mod cell loss 18 h,Lipid droplet,Lipid droplet cells 6.5 µM,b-catenin transl,b-catenin transl cell count 5 µM,TNAP activators,MT stabilize HCS,MT stabilize HCS Hoechst-high %,MT stabilize HCS cytotoxicity %
O=C(O)C1C2C=CC(O2)C1C(=O)NCCc1cccc(Cl)c1 (stereo not given),i,51,1,1453,0%,3%,i,-9,-7,684,-0.4,1483,1.1,3.7,1.8,5.5
CC(=O)Nc1ccc(NC(=O)CCNS(=O)(=O)c2cccc3nsnc23)cc1,i,51,-0.35,1165,8%,5%,i,6,10,708,-3.1,1176,1.1,4.7,0.9,3.9
COc1ccc(-c2ccnc(-c3ccc(O)cc3)n2)cc1,i,44,0.48,880,8%,19%,i,29,1,600,64*,342*,1.1,12,35,47
COCCCNC(=O)CCCn1c(=O)c2ccccc2n(Cc2cccc([N+](=O)[O-])c2)c1=O,i,30,-0.3,1262,-2%,2%,i,5,-3,709,-0.7,1117,1.1,1.9,1.6,5.4
CC(=O)N(/N=C1\Sc2ccccc2C1=O)c1cccc(C)c1,i,5,0.48,1202,11%,14%,i,0,·,·,-0.9,1484,0.9,2.7,1.6,6.3
CC(=O)Nc1ccc(S(=O)(=O)NC2(C(F)(F)F)C(=O)Nc3c2c(=O)[nH]c(=O)n3C)cc1 (stereo not given),i,29,0.98,859,3%,6%,i,-8,11,756,-8.8,1158,1,1.4,1.3,11
CCN(CC)C(=O)CCSc1nnc(-c2ccco2)o1,i,60,-0.16,1299,-2%,-2%,i,-10,19,713,2.6,1017,1.1,2.2,2.5,10
S=C(Nc1ccccn1)NC1CCCC1,i,48,1.4,1314,-1%,2%,i,16,·,·,0.6,1530,1,6.3,2.1,2.7
O=C1COc2ccc3ccccc3c2CN1,i,60,-0.01,1522,-1%,-1%,i,0,·,·,5.2,1347,1.1,3.4,2.0,0.7
Cc1nnc(SCc2cc(=O)[nH]c(N3CCN(C)CC3)n2)s1,i,7,-0.18,1206,2%,2%,i,-8,7,737,-0.1,590,1.1,2.9,1.1,6.5
O=C(O)c1oc2ccccc2c1CSCc1ccccc1,i,58,1.1,1207,42%,13%,i,16,0,712,-1.0,1204,0.9,2.6,1.8,12
COc1cc(C(=O)NC(=S)Nc2ccccc2[N+](=O)[O-])cc(OC)c1OC,i,56,-0.02,1575,-1%,5%,i,11,8,672,-4.4,1129,1.1,1.0,2.1,5.7

The list goes on:
SMILES,T cell HTS,T cell HTS vesicle-bound %,Insulin prom up,Insulin prom up cell count,PMI inhibition,PMI inhibitors,Autophagy mod,Autophagy mod cell loss 18 h,Lipid droplet,Lipid droplet cells 6.5 µM,b-catenin transl,b-catenin transl cell count 5 µM,TNAP activators,MT stabilize HCS,MT stabilize HCS Hoechst-high %,MT stabilize HCS cytotoxicity %
CCOc1ccc(-c2nnc(SCC(=O)N(CC)CC)n2N)cc1,i,15,0.19,1293,-6%,-4%,i,6,·,·,-3.1,850,1.1,3.4,3.5,11
O=C(Nc1nnc(-c2cccnc2)o1)c1ccccc1Cl,i,55,0.09,1288,-11%,-14%,i,-12,3,719,-3.2,1101,1,3.4,3.4,9.9
O=C(CCc1nc2ccccc2[nH]c1=O)OCC(=O)N1CCc2ccccc21,i,40,-0.13,1039,9%,4%,i,0,·,·,-0.2,1102,1.1,4.3,4.5,5.9
O=C(O)c1ccc2c(c1)CCC2,i,45,-0.27,1175,0%,-9%,i,5,1,628,-0.9,1026,1.1,6.4,2.6,6.9
Cc1nc(SCC(=O)Nc2ccc(C)c(F)c2)c2oc3ccccc3c2n1,i,59,0.2,1208,-4%,-7%,i,3,·,·,-2.1,886,1.1,1.3,0.6,5.6
Cc1ccnc(N2CCC(C(=O)Nc3nnc(C)s3)CC2)n1,i,43,0.03,1307,12%,7%,i,9,·,·,-2.6,1002,1.1,5.1,1.9,1.7
O=C(Nc1ccc(F)cc1)Nc1ccccc1C(=O)NCCN1CCNC1=O,i,37,0.45,1377,·,·,·,·,18,767,0.0,1271,·,·,·,·
O=C(Cn1nc(Cc2cccnc2)c2ccccc2c1=O)NCc1ccc(F)cc1,i,4,-1.5,953,3%,0%,i,4,·,·,·,·,1,8.8,3.1,11
O=C(NCc1cccnc1)/C(=N\O)c1ccccc1,i,36,-0.88,973,-6%,-2%,i,-4,·,·,·,·,1.1,1.3,1.2,6.9
CC1=C(OC(=O)c2ccccc2)C(C)(C)C(c2ccc(Br)cc2)OC1=O (stereo not given),i,44,·,·,8%,14%,i,-31,-7,748,0.8,1138,1,1.4,2.2,9.4
CCOc1ccc(Nc2ncnc3ccc([N+](=O)[O-])cc23)cc1,i,24,-0.26,898,12%,13%,i,3,0,662,0.3,935,1,3.1,2.2,4.4
O=C(NCC(=O)N(CCN1CCOCC1)C(C(=O)NC1CCCC1)c1ccccc1)c1cccs1 (stereo not given),i,45,-0.09,1428,13%,11%,i,9,-25,764,-0.4,942,1.1,4.9,1.4,13

Other records.
SMILES,T cell HTS,T cell HTS vesicle-bound %,Insulin prom up,Insulin prom up cell count,PMI inhibition,PMI inhibitors,Autophagy mod,Autophagy mod cell loss 18 h,Lipid droplet,Lipid droplet cells 6.5 µM,b-catenin transl,b-catenin transl cell count 5 µM,TNAP activators,MT stabilize HCS,MT stabilize HCS Hoechst-high %,MT stabilize HCS cytotoxicity %
CCOC(=O)CN1C(=O)C(C)(C)Oc2ccc(C(=O)NC(C)(C)CC)cc21,i,25,1.9,1279,-2%,2%,i,-5,·,·,-3.5,807,1.1,2.0,0.7,3.2
CC1CCCN(Cc2nc3c(c(=O)n(C)c(=O)n3C)n2CC(=O)c2ccccc2)C1 (stereo not given),i,28,-0.27,1803,2%,4%,i,15,-12,638,-0.6,1073,1,3.4,3.9,7.0
CS(=O)(=O)N(CC(=O)NC1CCCC1)c1ccc2c(c1)OCCO2,i,31,-0.07,1243,10%,14%,i,-2,16,752,·,·,1.1,3.8,1.1,2.3
CCCC(=O)Nc1cc(-c2nnc(OC)c3ccccc23)ccc1N1CCCCC1,i,39,1,1833,13%,14%,i,16,-28,605,-3.2,1125,1,2.3,0.8,7.7
CSC(=NCc1ccc(F)cc1)NS(=O)(=O)c1cccs1,i,37,-0.31,1456,1%,4%,i,-7,-38,555,0.9,1037,1.1,5.7,3.4,7.8
O=C(CSc1nncs1)Nc1ccc(Cl)cn1,i,49,0.02,1487,6%,5%,i,13,9,561,-0.4,1091,1,3.7,2.0,3.2
Cc1ccc(OCC(=O)N/N=C\c2ccc(-c3cccc(C(=O)O)c3)o2)c(C)c1,i,27,-0.04,1517,2%,-13%,i,4,-27,667,-2.0,1125,0.9,1.5,2.7,1.8
